EPAC1 antag – qHTS for Antagonist of cAMP-regulated guanine nucleotide exchange factor 3 (EPAC1): primary screen. Rap guanine nucleotide exchange factor 3 (Homo sapiens), O95398. EPAC1 GEF assay, Rap1b-BODIPY-GDP exchange fluorescence. Potency, µM (highest dose often 115 µM), for the others: at the top dose activity change, negative = inhibition, usual class: inhibitors. hit rate 0.14% among 360,000;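 note: potency is the fitted concentration of half-maximal effect; plate controls were vehicle for no effect and positive control for full effect; nearly all actives have a fitted effect of over 50% in size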
CCT chaperon mod – High-Throughput Screening for Modulators of Cytosolic Chaperonin Activity; purified chaperonin ATPase assay, HTRF ADP detection, 30 min; activity change, % (concentration not given with the values), hits read low; hit rate 0.3% among 360,000; AID 651819, 2012; in the data active = activity change below about -30%; note: % is set by controls: 0 for no effect and ±100 for the full control effect
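ATPase activity: ADP formed was measured by HTRF Transcreener (665/615 nm ratio) after 30 min at 37 deg C with 10 uM ATP. Compounds screened at one 76 uM concentration against 40 or 20 nM TRiC in Tris pH 7.4/KCl/MgCl2/DTT buffer.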
PI5P4Ka inh – qHTS for Inhibitors of phosphatidylinositol 5-phosphate 4-kinase (PI5P4K); Phosphatidylinositol 5-phosphate 4-kinase type-2 alpha (Homo sapiens), P48426; PI5P4Kalpha enzyme, ADP-Glo luminescence, 60 min; hits give low values; max response, %; hit rate 1.2% among 330,000; AID 652105, 2013; active = max response of -50% or lower; inconclusive = between -30% and -50%; inactive = -30% or higher; note: value at the top dose of about 77 µM; % is set by controls: 0 for no effect and ±100 for the full control effect
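qHTS, 1536-well: enzyme/substrate mix, compound by pin tool, 5 microM ATP final; RT 60 min; ADP-Glo reagents 1 (45 min) then 2 (30 min); luminescence.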
PLK1 PBD inh – qHTS for Inhibitors of PLK1-PDB (polo-like kinase 1 - polo-box domain): Primary Screen; Potency, µM, for the others: max response, negative = inhibition, hits mostly inhibitors; hit rate 2.8% among 360,000; Plk1 PBD binding of FITC phosphopeptide, fluorescence polarization; note: potency is the fitted concentration of half-maximal effect; series mostly up to about 57 µM; % is set by controls: 0 for no effect and ±100 for the full control effect; nearly all actives have a fitted effect of over 65% in size
WRN helicase inh – qHTS for Inhibitors of WRN Helicase. WRN helicase unwinding, fluorescent forked duplex, kinetic. Potency, µM (doses to about 114 µM), for the others: at the top dose activity change, negative = inhibition, actives largely listed as inhibitors. hit rate 0.46% among 360,000. AID 651768, 2012; note: potency is the fitted concentration of half-maximal effect; % is set by controls: 0 for no effect and ±100 for the full control effect; nearly all actives have a fitted effect of over 55% in size
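Primary qHTS, 1536-well format. 20 nM WRN + compound, 15 min RT; start with 100 nM forked fluorophore/quencher duplex, 2 mM ATP (final); kinetic read ex 525/em 598 nm.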
EPAC1 agonist – qHTS for Agonist of cAMP-regulated guanine nucleotide exchange factor 3 (EPAC1): primary screen | Potency, µM (doses to about 154 µM), inactives show at the top dose activation, usual class: activators | AID 720707, 2013 | EPAC1 agonist qHTS, biochemical assay; response scale: 100% = response to 6.5 mM cAMP | hit rate 0.073% among 360,000; note: potency is the fitted concentration of half-maximal effect; nearly all actives have a fitted effect of over 60% in size
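Multi-concentration qHTS readout: loss of Rap1B-bound BODIPY-GDP fluorescence driven by 100 nM EPAC1 with excess GDP (50 uM), monitored kinetically at room temperature; agonist response expressed relative to 6.5 mM cAMP.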
EPAC2 ag – qHTS for Agonist of cAMP-regulated guanine nucleotide exchange factor 4 (EPAC2): primary screen; Rap guanine nucleotide exchange factor 4 (Homo sapiens), Q8WZA2; EPAC2 activation, biochemical qHTS; response scale: 100% = 6.5 mM cAMP response; Potency, µM (doses to about 154 µM), without a hit: at the highest dose activation, most hits filed as activators; hit rate 0.079% among 360,000; AID 720711, 2013; note: potency is the fitted concentration of half-maximal effect; nearly all actives have a fitted effect of over 50% in size
Target sequence (Q8WZA2 whole entry, looked up): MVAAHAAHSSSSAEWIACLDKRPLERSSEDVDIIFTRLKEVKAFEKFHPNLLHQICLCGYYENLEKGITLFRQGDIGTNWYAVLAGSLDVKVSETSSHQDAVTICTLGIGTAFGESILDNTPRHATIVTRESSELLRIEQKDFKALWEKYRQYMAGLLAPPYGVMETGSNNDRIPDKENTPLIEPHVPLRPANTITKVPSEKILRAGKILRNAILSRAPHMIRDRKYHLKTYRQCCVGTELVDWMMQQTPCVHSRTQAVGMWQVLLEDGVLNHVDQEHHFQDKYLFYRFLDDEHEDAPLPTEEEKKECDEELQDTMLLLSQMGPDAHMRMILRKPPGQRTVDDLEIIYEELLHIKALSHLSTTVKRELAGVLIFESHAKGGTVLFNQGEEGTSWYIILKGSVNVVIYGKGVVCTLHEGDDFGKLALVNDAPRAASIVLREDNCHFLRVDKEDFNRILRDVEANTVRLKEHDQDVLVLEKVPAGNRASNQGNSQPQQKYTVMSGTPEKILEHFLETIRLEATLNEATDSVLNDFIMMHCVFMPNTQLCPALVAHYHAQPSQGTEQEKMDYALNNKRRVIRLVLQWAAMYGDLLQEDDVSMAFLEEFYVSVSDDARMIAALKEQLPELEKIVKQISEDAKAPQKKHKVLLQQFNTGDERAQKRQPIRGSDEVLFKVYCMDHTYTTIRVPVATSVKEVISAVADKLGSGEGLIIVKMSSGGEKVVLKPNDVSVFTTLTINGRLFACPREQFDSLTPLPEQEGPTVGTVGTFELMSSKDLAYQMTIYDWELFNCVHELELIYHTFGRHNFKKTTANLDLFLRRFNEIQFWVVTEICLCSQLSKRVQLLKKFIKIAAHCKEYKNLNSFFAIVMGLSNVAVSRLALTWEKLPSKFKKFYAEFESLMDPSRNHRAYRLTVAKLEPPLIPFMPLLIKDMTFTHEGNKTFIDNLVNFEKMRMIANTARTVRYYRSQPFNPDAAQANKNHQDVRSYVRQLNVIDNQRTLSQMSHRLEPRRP
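In this primary screen, activation is scored as increased exchange of BODIPY-GDP from Rap1B by 100 nM EPAC2, with 50 uM GDP as competitor. Signal is normalized to the 6.5 mM cAMP agonist control.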
IL2 activator – qHTS of IL-2 Activators; hit rate 0.065% among 360,000; IL-2 activation reporter assay, cell-based qHTS; stimulated with anti-CD3/CD4/CD28 beads; in transgenic mouse T cells; activation, % (series mostly up to about 46 µM); in the data active = activation above about 50%; inconclusive = mostly about 30% to 49%; note: 0% is about no effect
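Unstimulated transgenic mouse T cells; 60-min compound exposure; bead-based TCR/CD4/CD28 stimulation; 18 h culture, 37 degrees C; dual fluorescence (EGFP, DsRed) plate cytometry.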
* marks the source's active call; other numbers are inactive results; ? = inconclusive; · = no result given; [ ] = remark or other dose. Unless noted, calls come from the whole dose curve; as a rule, active = well fitted curve in the direction sought with a large enough effect; inconclusive = small, poorly fitted or top-dose-only effect, or another doubt; inactive = no such curve, though single readings can be large; an effect the other way counts as inactive or inconclusive. Some of the compounds tested. The share of hits here may be higher or lower than overall.

SMILES	EPAC1 antag	CCT chaperon mod	PI5P4Ka inh	PLK1 PBD inh	WRN helicase inh	EPAC1 agonist	EPAC2 ag	IL2 activator
CCOC(=O)c1c(NC(=O)COC(=O)c2ccccc2NC)sc(C(=O)N(C)C)c1C	-8.2%	-0.3	0.9	-3.0%	-3.8%	4.8%	5.2%	-4.4
Cc1ccc(S(=O)(=O)C(C)C(=O)c2ccc3c(c2)OCCO3)cc1 (centres undefined)	4.5%	-2.6	·	-3.8%	8.8%	2.4%	4.2%	0.6
COc1ccc2c(c1)c(=O)oc1c(C)c(OCc3ccc(C(=O)O)cc3)ccc12	0.6%	-0.5	?	29.9µM*	-9.9%	-4.2%	7.4%	-0.1
COC(=O)c1ccccc1OCC(=O)N1CCN(c2ccc(F)cc2)CC1	-13.4%	-0.5	4.5	-3.7%	6.7%	-3.5%	2.6%	-1.2
COc1ccc(OCc2cc(C(=O)N3CCOCC3)no2)c(Cl)c1	-12.2%	-0.2	0.3	-13.5%	-4.6%	-3.9%	0.6%	-0.3
Nc1c(C(=O)CSc2nc(-c3ccccc3)cs2)c(=O)[nH]c(=O)n1C1CC1	-17.8%	-1.5	-2.6	-14.9%	-0.9%	-8.1%	4.2%	-0.6
CCc1cc(C(=O)NNC(=S)NC2CCCCC2)cs1	0.9%	-2.1	0.9	-7.0%	5.3%	-11.0%	-1.7%	-1.2
CCOc1ccc(S(=O)(=O)Nc2ccc(Cl)cn2)c(C)c1C	20.8%	-3.4	·	-13.0%	-12.1%	3.9%	-8.7%	-2.1
O=C(Cn1cnc2scc(-c3ccc(F)cc3)c2c1=O)N1CCOCC1	5.8%	0.2	-8.4	2.3%	1.9%[57.1 µM]	1.0%	0.2%	-0.4
CC(=O)Nc1nc2ccc(S(=O)(=O)N3CCCC3)cc2s1	-9.2%	-0.4	-5.6	-15.0%	10.4%	10.9%	8.4%	-2.0
O=S(=O)(c1ccc(Cl)nc1)N1CCC(Cc2ccccc2)CC1	-0.6%	1.3	0.1	2.4%	12.0%	-12.0%	-13.1%	-0.1
CCOc1ccc(C(=O)NC(=S)Nc2cccnc2)cc1[N+](=O)[O-]	-2.1%	0.2	-27.5	5.97µM*	-10.9%	-9.8%	-5.3%	0.8

2 compounds from above, reduced to WRN helicase inh and EPAC2 ag.
compound	WRN helicase inh	EPAC2 ag
CCOc1ccc(S(=O)(=O)Nc2ccc(Cl)cn2)c(C)c1C	-12.1%	-8.7%
O=C(Cn1cnc2scc(-c3ccc(F)cc3)c2c1=O)N1CCOCC1	1.9%[57.1 µM]	0.2%

(cont.)
SMILES	EPAC1 antag	CCT chaperon mod	PI5P4Ka inh	PLK1 PBD inh	WRN helicase inh	EPAC1 agonist	EPAC2 ag	IL2 activator
CCCCn1c(N)c(N(CC)C(=O)CN2C(=O)NC(C)(c3ccccc3)C2=O)c(=O)[nH]c1=O (centres undefined)	5.0%	-2.0	-2.1	-2.4%	0.5%	-5.8%	5.9%	1.0
CC(O)CCC(=O)NNC(=S)Nc1ccccc1 (centres undefined)	4.4%	-3.4	1.2	3.1%	-6.6%	1.1%	-3.4%	2.4
O=C(NC1CC2CCCC(C1)N2S(=O)(=O)c1ccccc1)c1ccccc1 (centres undefined)	7.0%	1.7	1.4	-14.5%	10.3%	3.6%	1.9%	-2.2
COc1ccc2c(c1)CC[C@@H]1[C@@H]2CC[C@]2(C)[C@@H](C(C)=O)C[C@@H]12	-7.8%	0.1	43.5	3.4%	8.1%	-1.0%	-2.9%	-0.4
Cc1ccc(SCC(=O)O/N=C(\N)c2ccncc2)cc1	5.5%	-0.6	-0.2	-9.2%	0.6%	0.6%	4.7%	-3.8
CC(=O)c1ccc(S(=O)(=O)Nc2ccc(S(=O)(=O)N3CCCCC3)cc2)cc1	17.0%	1.2	-4.8	-3.1%	2.2%	1.5%	-8.4%	0.1
O=C(Nc1ncc(Cc2cccc(C(F)(F)F)c2)s1)c1ccc(-c2cccc([N+](=O)[O-])c2)o1	3.8%	-1.6	-1.0	-11.8%	15.7%	-8.4%	-5.1%	2.4
O=C(COC(=O)CCC(=O)c1ccc(F)cc1)Nc1ccc(Cl)cn1	14.7%	-1.7	-24.7	-10.3%	0.8%	4.8%	8.4%	-2.7
Cc1ccc(O)c(NC(=O)CCC2CCCCC2)c1	-18.3%	-3.0	6.4	-0.2%	-1.8%	-4.7%	0.8%	1.2
CCOC(=O)N1CCC(N2Cc3cccc(C(=O)N4CCN(C5CCCCC5)CC4)c3C2=O)CC1	-3.5%	-2.8	0.0	-14.7%	-4.3%	6.2%	6.2%	-1.5
NC(=S)N/N=C/c1cn(CCC(=O)O)nc1-c1cccc(Br)c1	-2.7%	-1.1	-22.0	-14.2%	-14.8%	0.6%	-2.8%	0.0
CC(C)C(C)NC(=O)COc1ccc(Sc2ccc(OCC(=O)NC(C)C(C)C)cc2)cc1 (centres undefined)	0.7%	-2.7	13.6	-4.1%	-4.8%	1.8%	-0.1%	0.2

Next part, starting with the last 3 of the part before.
SMILES	EPAC1 antag	CCT chaperon mod	PI5P4Ka inh	PLK1 PBD inh	WRN helicase inh	EPAC1 agonist	EPAC2 ag	IL2 activator
CCOC(=O)N1CCC(N2Cc3cccc(C(=O)N4CCN(C5CCCCC5)CC4)c3C2=O)CC1	-3.5%	-2.8	0.0	-14.7%	-4.3%	6.2%	6.2%	-1.5
NC(=S)N/N=C/c1cn(CCC(=O)O)nc1-c1cccc(Br)c1	-2.7%	-1.1	-22.0	-14.2%	-14.8%	0.6%	-2.8%	0.0
CC(C)C(C)NC(=O)COc1ccc(Sc2ccc(OCC(=O)NC(C)C(C)C)cc2)cc1 (centres undefined)	0.7%	-2.7	13.6	-4.1%	-4.8%	1.8%	-0.1%	0.2
Cc1ccc(C(c2sc3ncnn3c2O)N2CC(C)CC(C)C2)cc1 (centres undefined)	9.8%	-1.4	0.3	6.7%	3.5%	-7.3%	-8.6%	-1.0
CCC(=O)c1ccc(N2CCN(C(=O)c3ccccc3F)CC2)c(F)c1	-4.1%	0.5	-12.0	?	-3.2%	7.0%	7.4%	-1.4
Cc1nn(-c2ccccc2)c(N)c1Sc1ccccc1[N+](=O)[O-]	?	-1.8	-16.6	-16.1%	-32.1%	15.3%	19.3%	1.0
CCN(CC)S(=O)(=O)c1ccc(Cl)c(NC(=O)COc2ccc(OC)cc2)c1	12.7%	-0.5	-2.5	-3.0%	13.0%	-9.8%	0.7%	-4.1
Cc1ccc(S(=O)(=O)N(C)C)cc1NC(=S)NC1CCCC(C)C1C (centres undefined)	-4.3%	-2.1	0.7	-2.5%	-8.8%	-10.4%	-1.9%	-0.9
C/C(CC(=O)Nc1cccc2c1CCCC2)=N\NC=O	18.0%	-3.8	-0.5	-17.2%	6.7%	6.7%	2.6%	0.8
COc1ccc2c(=O)c3c(=O)n(Cc4ccco4)c(-c4ccc(C)cc4)nc3oc2c1	-28.1%	-1.1	?	-8.7%	-15.1%	4.0%	2.3%	-1.2
Cc1cc(C)nc(NS(=O)(=O)c2ccc(NC(=O)c3cc(=O)c4ccccc4o3)cc2)n1	7.8%	1.0	-2.7	-8.5%	-13.8%	8.3%	5.2%	-3.6
Cc1nn2c3c(cnc2c1-c1ccccc1)C(=O)CC(c1ccccc1)C3 (centres undefined)	-2.8%	-0.5	·	-1.3%	-6.8%	3.9%	11.3%	-0.3
COc1ccccc1CNC(=O)c1cc(-c2ccccc2)nn1Cc1cc(C)no1	0.5%	-1.7	1.0	6.7%	4.0%	-17.7%	7.4%	-0.5
CCOc1ccc(S(=O)(=O)N2CCN(C(=S)NCc3ccccc3)CC2)cc1	6.5%	0.7	-4.8	0.2%	-0.3%	2.4%	1.4%	0.3
O=C(COc1ccccc1O)NCCN1CCOCC1	5.3%	-0.6	10.9	-8.1%	-9.4%	2.6%	4.8%	0.9
CCC/C(O)=C1\C(=O)CC(C)(C)CC1=NCc1ccccc1	6.4%	0.3	2.0	-3.0%	-9.3%	0.3%	5.5%	-0.8
O=C(COc1cccc2ccccc12)NNC(=O)c1cccs1	-16.1%	-0.5	0.9	2.6%	-2.3%	-3.0%	8.2%	-3.9
COC(=O)C1CCN(C(=O)COC(=O)CCc2nc3ccccc3c(=O)[nH]2)CC1	8.7%	2.3	-5.4	-14.2%	4.3%	-6.6%	2.4%	-0.4
CCOC(=O)N1CCC(NC(=O)c2cc(-c3ccc(F)cc3)[nH]c2C)CC1	-21.2%	2.4	4.0	-4.9%	-29.8%	-5.2%	5.2%	0.9
CCOc1cccc(-c2c(C(=O)N/N=C/c3ccsc3)nnn2-c2nonc2N)c1	-3.5%	-5.2	-2.8	-11.1%	-3.9%	9.9%	22.9%	-0.5
CCCn1c(O)c(N=NC(=O)CNC(=O)/C=C/c2ccc(OC)cc2)c2ccccc21	-5.3%	-0.4	-1.5	-5.9%	-5.9%	5.4%	9.8%	-1.7
CCC(C)C(NC(=O)OC(C)(C)C)C(=O)NC(CC(C)C)C(N)=O (centres undefined)	5.8%	-0.5	11.8	-8.3%	-6.9%	-0.4%	-18.7%	24.8
Cc1ccc(CN2CCC[C@]3(N[C@H](c4ccc(C)cc4)[C@@H]4C(=O)N(C)C(=O)[C@@H]43)C2=O)cc1	-15.1%	-1.8	-4.5	-4.5%	0.4%	-6.5%	12.4%	-2.8
CC(NC(=O)CN1CCN(Cc2ccc(Cl)cc2)C1=O)c1ccc2c(c1)OCCO2 (centres undefined)	-7.7%	0.0	-0.9	1.0%	-2.3%	-7.7%	6.4%	1.0
CCOC(=O)c1c(C)n(C)c2ccc(OC)c(NC(=O)CN3CCN(C(=O)c4ccco4)CC3)c12	4.3%	0.7	2.6	-2.6%	-13.0%	-6.8%	-1.4%	-0.9
CCCNC(=O)c1nc(C)n(-c2ccc([N+](=O)[O-])cc2)n1	-13.4%	-2.7	-26.2	26.7µM*	-10.0%	0.0%	-3.5%	1.8
Oc1c(Cl)cc(Cl)cc1C=Nc1ccc(Br)cc1	3.2%	-0.4	-54.6*	-18.3%	-27.8%	-1.3%	4.0%	-0.5
Cc1ccc(C(=O)Nc2nc(-c3ccccn3)cs2)s1	8.2%	-0.6	-8.7	-13.6%	-2.3%	18.7%	11.4%	-0.3
Cc1ccc(CNC(=O)CCc2c(C)[nH]c(=O)c(C#N)c2C)cc1	12.6%	0.5	-0.1	-3.8%	-6.2%	7.3%	8.2%	1.5

Screening results (PubChem)
